Bioassay records: PubChem, National Center for Advancing Translational Sciences (NCATS)
Pol kappa inh: blocks human DNA polymerase kappa activity | Q9UBT6 | purified Pol kappa, fluorescent DNA synthesis assay, 10 min | Potency, µM (top dose mostly 107 µM), for inactives: at the highest dose activity, negative = inhibition, hits mostly inhibitors | actives 0.53% (n = 400,000) | AID 588579; also: potency is read from the fitted curve at half-maximal effect; % is scaled to controls: 0 for no effect and ±100 for the full control effect
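50 nM final substrate added after 15 min RT preincubation of 10 nM Pol kappa with compound; fluorescence read at 0 and 10 min.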
Pol eta inh: DNA polymerase eta (human) inhibition | Q9Y253 | recombinant Pol eta, fluorescent DNA replication assay | Potency, µM (top dose mostly 114 µM), without a hit: at the highest dose activity change, negative = inhibition, actives largely listed as inhibitors | actives 1.2% (n = 390,000) | AID 588591; also: potency is read from the fitted curve at half-maximal effect; % is scaled to controls: 0 for no effect and ±100 for the full control effect
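Pol eta (10 nM) was preincubated with compounds for 15 min at room temperature, after which fluorescent replication substrate (50 nM final) was added to start the reaction. Fluorescence was read kinetically at 0 and 10 min.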
RGS4 inhibitor: blocks human RGS4-accelerated GTP hydrolysis; P49798; Potency, µM (doses to about 114 µM), inactives show at the top dose activity change, negative = inhibition, most hits filed as inhibitors; actives 0.039% (n = 390,000); AID 504845; Transcreener GDP fluorescence polarization, RGS4-accelerated GTP hydrolysis; also: potency is read from the fitted curve at half-maximal effect; % is scaled to controls: 0 for no effect and ±100 for the full control effect; nearly all actives have a fitted effect of over 75% in size; some results filed as inactive show a strong effect at the top dose
Target sequence (P49798 whole entry, looked up): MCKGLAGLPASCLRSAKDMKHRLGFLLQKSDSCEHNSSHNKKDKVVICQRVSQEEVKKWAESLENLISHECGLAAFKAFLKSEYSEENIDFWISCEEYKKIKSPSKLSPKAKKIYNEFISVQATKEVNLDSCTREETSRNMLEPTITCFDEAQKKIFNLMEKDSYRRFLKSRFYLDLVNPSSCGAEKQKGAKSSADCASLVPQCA
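MLSMR compounds (23 nl, pin-transferred) preincubated 10 min at room temperature with a 500nM (2x) first reagent, then RGS4 at 900nM (2x) plus Transcreener GDP mix added; fluorescence polarization (620/688 nm) read before and after 90 min at 30 °C.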
LDHA block: inhibitors of human lactate dehydrogenase A; P00338; purified LDHA, NADH/diaphorase-resazurin fluorescence; active compounds read low; activity change, % (values are at about 110 or 230 µM); actives 0.15% (n = 480,000); in the data active = activity change below about -30%; inconclusive = mostly about -25% to -30%;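 also: plate controls were DMSO wells for no effect and wells without enzyme for full effect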
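Human LDH5 (2 nM) was incubated with 0.06 mM NADH and 0.2 mM pyruvate for 5 min at room temperature in Tris pH 7.4. Remaining NADH was coupled through diaphorase/resazurin, and resorufin fluorescence was read at 0 and 20 min.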
APE1 inh: blocks human APE1 abasic DNA cleavage | recombinant APE1, TAMRA/BHQ-2 abasic DNA cleavage fluorescence | Potency, µM (top dose mostly 65.8 µM), inactives show at the highest dose activity change, negative = inhibition, hits mostly inhibitors | actives 0.35% (n = 350,000) | AID 2517;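 also: potency is read from the fitted curve at half-maximal effect; plate controls were vehicle for no effect and reference inhibitor for full effect; nearly all actives have a fitted effect of over 55% in size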
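Incision of a quenched TAMRA/BHQ-2 THF abasic-site duplex (50 nM) by 0.75 nM APE1, after 15 min compound preincubation, measured as fluorescence increase over three 60 s reads. Values normalized to buffer, DMSO and NSC13755 control wells.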
Pol beta inh: DNA polymerase beta (human) inhibition | P06746 | Pol beta primer extension/strand displacement, fluorescence kinetic | Potency, µM (series often up to 114 µM), for inactives: top-dose activity change, negative = inhibition, hits mostly inhibitors | actives 1.3% (n = 340,000) | AID 485314; also: potency is read from the fitted curve at half-maximal effect; % is scaled to controls: 0 for no effect and ±100 for the full control effect
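Values derive from four-parameter Hill fits of normalized kinetic data: reads at 0 and 10 min following addition of 50 nM substrate to 10 nM Pol beta preincubated 15 min with compound.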
ERG-DNA inh: inhibitors of human ERG Ets domain-DNA interaction; fluorescence polarization, His-ERG Ets domain / labelled DNA; Potency, µM (series often up to 76.9 µM), for inactives: at the highest dose FP activity, negative = inhibition, hits mostly inhibitors; P11308; AID 624246; actives 0.028% (n = 370,000); active = well fitted inhibition curve with a large enough effect in the polarisation, with a control signal flat; inconclusive = small, poorly fitted or top-dose-only effect, or effect the other way, or a change in a side signal; inactive = no such curve, though single readings can be large or run the other way; the % refers to the polarisation;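 also: polarization taken with two DNA probes labelled with fluorescein and Texas red; potency is read from the fitted curve at half-maximal effect; % of control where 0% means no effect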
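His-tagged ERG Ets domain (1 uM in the protein solution; 300mM KCl, 50mM Tris-HCl, 1mM EDTA, 1mM DTT, pH 7.5) received compound, then a probe mix of 5 nM fluorescein-DNA and 100nM Texas-615-DNA. Fluorescence polarization was read for both dyes.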
ALOX12 inh: blocks human arachidonate 12S-lipoxygenase. P18054. purified 12hLO, xylenol orange hydroperoxide absorbance. Potency, µM (doses to about 108 µM), without a hit: top-dose activity change, negative = inhibition, most hits filed as inhibitors. actives 1.1% (n = 580,000). AID 1671190; also: potency is read from the fitted curve at half-maximal effect; % is scaled to controls: 0 for no effect and ±100 for the full control effect
Target sequence (P18054 whole entry, looked up): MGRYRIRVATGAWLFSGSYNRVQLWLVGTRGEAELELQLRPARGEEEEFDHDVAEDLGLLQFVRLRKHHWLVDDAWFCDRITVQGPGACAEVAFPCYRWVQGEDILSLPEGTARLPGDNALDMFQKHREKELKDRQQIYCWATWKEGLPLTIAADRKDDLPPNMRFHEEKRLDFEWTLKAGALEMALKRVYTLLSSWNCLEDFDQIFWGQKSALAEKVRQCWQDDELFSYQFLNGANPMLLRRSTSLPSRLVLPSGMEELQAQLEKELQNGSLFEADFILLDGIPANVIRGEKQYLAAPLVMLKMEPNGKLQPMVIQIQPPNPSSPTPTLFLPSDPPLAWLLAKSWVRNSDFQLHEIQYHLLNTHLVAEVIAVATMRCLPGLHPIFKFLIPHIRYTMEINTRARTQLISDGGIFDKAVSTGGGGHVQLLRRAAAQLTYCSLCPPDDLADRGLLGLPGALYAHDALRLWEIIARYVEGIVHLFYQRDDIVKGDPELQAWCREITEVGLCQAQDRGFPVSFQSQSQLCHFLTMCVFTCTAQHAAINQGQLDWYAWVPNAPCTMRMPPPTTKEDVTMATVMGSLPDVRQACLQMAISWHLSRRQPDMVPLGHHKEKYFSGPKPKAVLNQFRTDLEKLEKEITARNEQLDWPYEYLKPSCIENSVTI
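Purified human 12hLO at 150 nM in 25 mM Hepes, 0.01% Triton X-100, pH 7.0, preincubated 15 min at room temperature with compound. Reaction started with 40 uM arachidonic acid, 30 min at room temperature. Hydroperoxide measured by Fe-xylenol orange, 573/405 nm absorbance ratio.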
Apoferritin bind: candidate novel general anesthetic via apoferritin binding; apoferritin/1-aminoanthracene competitive binding, fluorescence; Potency, µM (top dose mostly 77.5 µM), inactives show top-dose activity change, negative = displacement, most hits filed as inhibitors; actives 0.074% (n = 350,000); also: potency is read from the fitted curve at half-maximal effect; % is scaled to controls: 0 for no effect and ±100 for the full control effect; nearly all actives have a fitted effect of over 20% in size
Target sequence (P02791 2-175 limits assumed): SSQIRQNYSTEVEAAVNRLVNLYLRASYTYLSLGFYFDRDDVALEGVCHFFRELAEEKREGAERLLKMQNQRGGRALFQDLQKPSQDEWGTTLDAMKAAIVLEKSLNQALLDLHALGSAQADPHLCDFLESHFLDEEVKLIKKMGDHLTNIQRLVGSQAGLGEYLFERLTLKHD
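10 uM apoferritin + 50% sat. 1-AMA, PBS; cpd 10 min RT; Ex380/Em535 endpoint; normalized to free probe vs complex; 4-param Hill fit; propofol titration as pos. ctrl.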
The depositor's hits bear a star; ? = inconclusive; / = not tested or not shown; & = joins results of further samples; [ ] = remark or other dose. Unless noted, calls follow the shape of the dose curve; as a rule, active = well fitted curve in the direction sought with a large enough effect; inconclusive = small, poorly fitted or top-dose-only effect, or another doubt; inactive = no such curve, though single readings can be large; an effect the other way counts as inactive or inconclusive.

SMILES	Pol kappa inh	Pol eta inh	RGS4 inhibitor	LDHA block	APE1 inh	Pol beta inh	ERG-DNA inh	ALOX12 inh	Apoferritin bind
Cc1ccc(NS(=O)(=O)c2ccccc2[N+](=O)[O-])cc1S(=O)(=O)N1CCCCC1	-9%	-17%	12%	-11	2%	/	10%	-7%	/
COC(=O)c1ccc(N2C(=O)CC(Sc3n[nH]c(C)n3)C2=O)cc1 (centres undefined)	-15%	-14%	-28%[11.4 µM]	5	-7%	4%	-3%	-1%	-14%
Cc1ccc(Cn2cc(CCC(=O)O)c3ccccc32)cc1	6%	-20%	-30%	-2	29%	-3%	-3%	-8%	-2%
CC(=O)N1CCN(C(=O)c2cc(-c3ccc(C)o3)nc3ccccc23)CC1	-8%	-18%	-27%	-2&-9	11%	/	18%	?	/
Nc1c(Cl)cc(Cl)cc1C(=O)OCC(=O)N1CCOCC1	-13%	13%	-1%	2	-2%	-7%	-6%	-21%	48%[activator]
CCOc1c2ccc(C(=O)N[C@H](C)C3CCCCC3)cc2nn1CC	0%	-1%	-14%	-3	-2%	27%	-7%	-14%	-3%
CC[C@]1(C(=O)OC)[C@H]2C(=O)N(Cc3ccccc3)C(=O)[C@H]2[C@H]2CN=C(SCC3CC3)N21	-19%	-7%	-6%	-10	-1%	/	-9%	-31%	/
CSc1nccc(-c2nn(-c3ccc(C)cc3)ccc2=O)n1	1%	-12%	?	-6	2%	-7%	2%	5%	-8%
CC(=O)c1ccc(OCCCC(=O)NCCc2ccccc2)cc1	0%	3%	10%	0	53%	-3%	-12%	4%	?
CCc1nnc(NC(=O)c2cc(S(=O)(=O)N(CC)CC)ccc2Cl)s1	-2%	-3%	21%	-7	2%	3%	-5%	1%	-19%
Cc1cccc(NC(=S)Nc2cccc3ccccc23)c1	-1%	-21%	?	4	5%	0%	-3%	?	-11%
Cc1ccc(NC(=O)CSc2nc(=O)n(CCN3CCOCC3)c3c2CCCC3)cc1	4%	-12%	0%	-2	33%	/	-10%	8%	/
N#Cc1c(-c2cccnc2)c2c([nH]c1=S)CCCC2	2%	-7%	?	12	11%	35%	5%	?	-13%
CS(=O)(=O)c1ccc(-n2c(=O)n(Cc3ccccc3)c(=O)c3[nH]cnc32)cc1	7%	-13%	-39%	-3	25%	2%	-2%	-8%	-7%
CCC(C)NC(=O)CCCN1C(=O)CCn2nc(-c3cccn3C)cc21 (centres undefined)	-5%[60.1 µM]	-20%	-30%	4	/	-8%	1%	?	?
Cc1cccc(NS(=O)(=O)c2cccs2)c1	-1%	-7%	19%	-7	-2%	5%	0%	12%	?
COC(=O)c1cc(OC)c(OC)cc1NC(=O)CC1CCCCC1	-6%	-19%	-13%	-6	6%	-1%	-1%	-9%	-4%
O=c1[nH][nH]c(-c2ccccc2)c1C=Nc1ccccc1Cl	8%	-14%	7%	-2	-1%	7%	-7%	-4%	-16%
CC(=O)c1ccc(S(=O)(=O)NCCC(=O)OCC(=O)N(Cc2ccccc2)C(C)(C)C)cc1	-9%	-3%	7%	-5	-17%	/	/	-33%	/
COc1cc(/C=N\NC(=O)c2ccc(-c3ccccc3)cc2)cc(Br)c1O	-39%	?	2%	-16	-8%	40µM*	-14%	0%	-19%
O=C1c2cccnc2C(=O)N1c1ccccc1-c1ccccc1	-4%	-6%	-7%	-2	-8%	-15%	6%	0%	-19%
COc1ccc(OCC(=O)N/N=C2/C=C(C)CC2)cc1	0%	-6%	-16%	-4	-12%	1%	3%	15%	?
NCCCCCNC(=O)c1[nH]cnc1C(=O)N[C@@H](Cc1ccccc1)C(=O)OCc1ccccc1	-4%	-15%	1%	-1	15%	/	2%	-2%	/
Cn1c(SCc2ccccc2)nccc1=O	-1%	-21%	-13%	1	/	/	7%	0%	/
Cc1cccc(/C=N/NC(=O)CC(=O)NCCc2ccccc2)c1	-12%	-2%	-6%	-2	/	/	-1%	144%[activator]	/
CCN(CC)C(=O)c1sc2c(c1C)c(=O)n(-c1ccc(C)c(C)c1)c(=O)n2CC(=O)Nc1ccc(F)cc1	-9%[60.1 µM]	-23%	20%	2	/	-7%	-6%	-7%	2%
Cc1ccc(CN2CCNC(=O)C2CC(=O)NCc2cc(C)n(C)n2)cc1 (centres undefined)	-15%	-4%	-5%	1	31%	5%	-7%	281%[activator]	-9%
CC(=O)c1c(C)[nH]c(C(=O)COC(=O)c2nccnc2N)c1C	5%	-18%	6%	-2	-2%	/	-8%	21%	/
CS(=O)(=O)N(CC(=O)NCc1cccnc1)C1CCCCC1	-4%	-12%	-1%	-4	1%	8%	9%	2%	-2%
CCOc1ccc(-c2cccc(NS(=O)(=O)c3ccc([N+](=O)[O-])cc3)c2)nn1	-2%	-14%	3%	1	8%	/	13%	?	/

Entries of single compounds from above. Order of screens: Pol kappa inh	Pol eta inh	RGS4 inhibitor	LDHA block	APE1 inh	Pol beta inh	ERG-DNA inh	ALOX12 inh	Apoferritin bind
Results for `Cc1cccc(NS(=O)(=O)c2cccs2)c1` : -1%	-7%	19%	-7	-2%	5%	0%	12%	?
Results for `Cc1cccc(/C=N/NC(=O)CC(=O)NCCc2ccccc2)c1` : -12%	-2%	-6%	-2	/	/	-1%	144%[activator]	/
Results for `Cn1c(SCc2ccccc2)nccc1=O` : -1%	-21%	-13%	1	/	/	7%	0%	/

Further structures follow.
SMILES	Pol kappa inh	Pol eta inh	RGS4 inhibitor	LDHA block	APE1 inh	Pol beta inh	ERG-DNA inh	ALOX12 inh	Apoferritin bind
COc1ccc(NC(=O)c2ccco2)cc1NC(=O)c1c(OC)cccc1OC	?	-11%&-17%	3%&3%	-2&2	3%	38%&34%	2%&0%	18%&-24%	-14%&-4%
O=C(O)CC1(CC(=O)Nc2ccc(Oc3cccc(C(F)(F)F)c3)nc2)CCCC1	13%	-12%	-19%	0	6%	-1%	-9%	185%[activator]	-1%
Cc1oc(-c2ccccc2F)nc1CS(=O)CC(=O)NCc1ccc2c(c1)OCO2 (centres undefined)	11%	0%	-25%	3	-3%	26%	3%	22%	?
Cn1cnnc1SCCCN1C(=O)c2cccc3cccc(c23)C1=O	3%	-1%	19%	-2	2%	6%	15%	15%	-15%
Cc1ccsc1/C=N/NC(=O)Cn1cnc2ccccc21	-2%	1%	25%	-5	0%	0%	4%	21%	-1%
O=C(O)/C=C/C(=O)NC1CCCCCCCCCCC1	-2%	-13%	-7%	-1	2%	7%	6%	0%	1%
Cc1ccc(-n2nnc3c(=O)n(CC(=O)NCc4ccccc4)cnc32)cc1	-18%	-11%	-27%	-2	-8%	10µM*	-6%	-5%	-4%
Cc1ccc(NC(=S)NNC(=O)c2c(Cl)c(C)nn2C)cc1	-12%	-4%	-14%	-7	2%	-5%	-5%	-12%	-6%
COc1ccc(CCN(C)Cc2ccc(OC)c(OCc3ccccc3)c2)cc1OC	-8%	-22%	-10%	-18	1%	2%	12%	?	-14%
CC(=O)N1c2ccc(S(=O)(=O)NC(CC(=O)O)c3ccc(Br)cc3)cc2CC1C (centres undefined)	-2%	-10%	-22%[56.9 µM]	0	30%	3%	4%	18%	-2%
COc1cc2nc(CN(C)Cc3ccc(F)cc3)[nH]c(=O)c2cc1OC	-5%	-5%	-19%[56.9 µM]	-1	11%	58%	18%	3%	-5%
Cc1cc(C(=O)COC(=O)C2=COCCO2)c(C)n1-c1ccc2c(c1)OCO2	-13%	3%	-33%[56.9 µM]	-1	6%	2%	5%	0%	-18%
CC(C)OCCCNc1nc2c(c(=O)n(Cc3ccccc3F)c(=O)n2C)n1C	-3%	-22%	-8%	0&2	-10%	18%	-6%	-48%&35%	-18%
Cc1c2cnn(-c3ccccc3)c(=O)c2c(C)n1CC(=O)NCCc1ccc(Cl)cc1	9%	-12%	-8%	-3	/	38%	-1%	0%	-4%
Cc1ccc2cccc(NC3OC(=O)c4ccccc43)c2n1 (centres undefined)	-23%	5%	21%	10	-5%	-1%	2%	-4%	-7%
Cc1ccc(NC(=O)CC(C)N2CCCC2)cc1 (centres undefined)	-3%	-7%	13%	-1	-5%	?	1%	0%	?
COc1cccc(C(=O)Nc2cc(C)on2)c1OC	-24%	-17%	-14%	5	-2%	-2%	-1%	-13%	-7%
S=c1[nH]nc(-c2ccco2)n1/N=C/c1ccccc1Cl	-8%	-18%	-13%	-6	0%	-8%[57.1 µM]	-4%	?	-9%
Cc1nn(-c2cccc(C(=O)O)c2)c(C)c1Oc1ccccc1O	-2%	-5%	-16%	-3	-6%	-2%	1%	1%	-9%
Cc1ccc(-c2cc(C(=O)NC3=NCCS3)c3ccccc3n2)cc1C	-4%	-22%	-48%	3	-1%	14%	46%[activator]	-2%	?
CCOc1ccc([C@@H]2CC=C(C(=O)O)[C@H](c3cccc(Cl)c3)N2S(=O)(=O)c2ccc(C)cc2)cc1	-28%	-17%	3%	-1	20%	/	-21%	?	/
O=C1[C@H]2[C@@H](C3CC3)N3C(=O)CN(Cc4ccccn4)C(=O)[C@@]3(Cc3ccccc3)[C@H]2C(=O)N1c1ccccc1	-12%	-1%	5%	1	-1%	41%	-2%	1%	-1%
O=C(NCC1CCCCC1)c1cccc(Br)c1	0%	-9%	-12%	0	-7%[12.4 µM]	10%	13%	5%	-21%
CCOc1ccc(NC(=O)NCCn2nnc3cc(S(=O)(=O)N(C)C)ccc32)cc1	-2%[60.1 µM]	-12%	2%	-6	/	1%	3%	-12%	?

Only part of the results is shown; rates above refer to the full screens.
